Bioassay records deposited in PubChem BioAssay by several laboratories.
E coli Lon inh: E. coli protease La inhibition; AID 602123; purified E. coli Lon protease, fluorescence polarization; inhibition, % at 7.94 µM; actives 0.42% (n = 360,000); in the data active means inhibition above about 13%, passing the limit was not always enough;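 further: 0% = enzyme with probe and DMSO and 100% = no enzyme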
Neddylation inh: inhibitors of human cullin neddylation; TR-FRET cullin neddylation, biochemical; calls only at 25 µM; actives 0.58% (n = 360,000); AID 651699; in the data active means inhibition above about 36%
MT1-MMP act inh: MT1-MMP (human) activation inhibition; HT1080 RFP-PRO-GFP cells, GFP/RFP ratio fluorescence, overnight; percent of plate control window, DMSO zero; GFP/RFP ratio change, % at 20 µM; AID 651647; actives 0.061% (n = 360,000);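 active means GFP/RFP ratio change of at least 30% with cell ATP level not reduced by more than half and red fluorescence within 50% of control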; further: strong numbers were not always called active
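Test system: HT1080 cells expressing an RFP-PRO-GFP fluorescent reporter construct / Compound dosing: single-point 20 µM compound, 1% DMSO / Schedule: cells overnight before dosing, compound overnight, 37 °C, 5% CO2 / Evaluation: GFP/RFP fluorescence ratio / Control set: DMSO and RFP-L50D-GFP cell wells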
CendR NRP1 mod: alters CendR peptide binding to human NRP-1. O14786. FAM-RPARPAR peptide binding to NRP-1, fluorescence polarization. inhibition, % at 25 µM. actives 0.85% (n = 360,000). AID 602438;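 active means inhibition or corrected inhibition above about 18%, plus a signal ratio from 0.5 to 1.5, limit read from the data, passing the limit was not always enough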; further: strong numbers were not always called active
MsrA act: activates bovine MsrA enzyme; purified bovine MsrA, absorbance read-out; activation, % at 10.6 µM; actives 0.3% (n = 360,000); AID 602163; in the data active means activation above about 7.5%;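 further: 0% = vehicle and 100% = reference activator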
SKN-1 block: inhibitors of C. elegans SKN-1 | C. elegans VP596 Pgst-4::GFP/RFP ratio, acrylamide-induced, 24 h | inhibition, % at 21.8 µM | actives 0.49% (n = 360,000) | AID 624304;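 active means interference check ratio from 0.5 to 1.5 plus GFP to RFP signal ratio inhibition reaching or exceeding a fixed threshold, cut at about 30% in these data, passing the limit was not always enough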; further: some compounds called inactive have numbers as strong as hits
FAS-TE inh: blocks the thioesterase domain of human fatty acid synthase; AID 602261; recombinant FAS-TE, OMFH fluorogenic substrate, fluorescence endpoint; inhibition, % at 15 µM; actives 0.67% (n = 360,000); P49327;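 active means compounds whose normalised, plate-corrected inhibition of enzyme fluorescence in the single-dose primary screen is 50% or more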;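 further: 0% = DMSO with enzyme and 100% = substrate without enzyme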
Rin1 Abl inh: blocks binding of human Rin1 to Abl; P00519+Q13671; inhibition, % at 7.35 µM; actives 0.4% (n = 360,000); TR-FRET Rin1/Abl binding, biochemical; in the data active means inhibition above about 5%, passing the limit was not always enough
MLLE-PAM2 inh: inhibitors of microRNA-mediated deadenylation, human PABP1 MLLE binding. GST-MLLE / FITC-PAM2 fluorescence polarization. AID 588489. inhibition, % at 20 µM. actives 0.36% (n = 360,000). P11940; in the data active means inhibition above about 35%, passing the limit was not always enough;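 further: plate controls were DMSO wells with GST-MLLE for no effect and wells lacking GST-MLLE protein for full effect; some results filed as inactive read as strong as hits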
Numbers without * were called inactive; i = inactive; . = no result given.

The line under a structure holds: SKN-1 block	Rin1 Abl inh	CendR NRP1 mod	Neddylation inh	MsrA act	FAS-TE inh	MLLE-PAM2 inh	E coli Lon inh	MT1-MMP act inh
> CC(C)[C@H](NC(=O)[C@@H]1Cc2ccccc2CN1C(=O)OC(C)(C)C)C(=O)NCC1CCC(C(=O)O)CC1 (some centres undefined)
→ 8	-4	7	i	-7	-11	-5	-2	3
> O=C(Nc1ccc(N2CCCCC2)cc1)c1ccccn1
→ 12	0	-5	i	1	-5	-14	-6	3
> CCC(Sc1nc(C)cc(=O)[nH]1)C(=O)Nc1sc2c(c1C#N)CCCC2 (centres undefined)
→ 0	2	-1	i	-2	-7	13	5	24
> Cc1cc(C2(c3ccc(O)c(C)c3)C(=O)Nc3ccccc32)ccc1O
→ -1	0	-4	i	-2	17	-9	-3	-8
> CCNc1nc(NCc2ccccc2)nc(SCC(N)=O)n1
→ 0	3	-7	i	-8	0	-21	15	4
> COC(=O)[C@@H](NC(=O)NCc1ccccc1Cl)C(C)C
→ 3	2	1	i	-2	-7	1	-4	3
> CC(C)(C)c1ccc(OCC(=O)N2CCN(C=O)CC2)cc1
→ -6	2	-2	i	-5	-2	-11	-6	0
> COc1ccc(-c2[nH]ncc2-c2cnc(C)s2)c(O)c1
→ 9	-1	1	i	-3	-11	10	-10	0
> O=C(COc1cccc(-n2cnnn2)c1)NC1CCCCC1
→ -10	3	-4	i	-14	-4	12	-11	-3
> CN(C(=O)c1cccc(NC(=O)Cc2ccc(NC(=O)C3CCN(C(=O)C4CCC4)CC3)cc2)c1)C1CCCCC1
→ 4	-2	2	i	-1	-8	3	0	-4
> CC(C)OP(=O)(OC(C)C)C1(O)C(=O)Nc2ccccc21 (centres undefined)
→ -19	-1	-2	i	2	-4	9	9	2
> O=Nc1c(O)cc(O)c2ccccc12
→ 33	13*	4	i	-5	-7	0	9	8
> COc1cccc(C(=O)NCC2CCCN(C3CCCCC3)C2)c1OC (centres undefined)
→ -4	1	-1	i	0	-6	8	-3	-2
> CC(C)C(NC(=O)CN1C(=O)c2cccc3cccc1c23)C(C)C
→ -6	-1	-3	.	-13	-1	-9	9	0
> Cc1ccc(S(=O)(=O)NN=C2CC(C)(C)OC2(C)C)cc1
→ 15	1	6	i	2	-4	22	7	1
> Clc1ccc(OCc2nnc3n2CCCCC3)c(Cl)c1
→ 8	-2	7	i	-1	-1	7	2	0
> O=C(NCC(c1cccs1)N1CCOCC1)c1ccc(Cl)c(S(=O)(=O)N2CCOCC2)c1 (centres undefined)
→ -11	-4	-5	i	-6	-3	4	-2	-2
> CN(C)S(=O)(=O)Nc1ccccn1
→ 14	0	-5	i	-2	-4	3	-2	3
> COCC(C)N=CC1=C(O)CC(C)(C)CC1=O (centres undefined)
→ 3	-4	-3	i	0	-8	7	3	1
> O=c1c(F)cn(C2CCCO2)c(=O)n1Cc1c(Cl)cccc1Cl (centres undefined)
→ 7	-2	6	i	-3	-3	-3	-4	-1
> COc1cccc(-c2cnc(C(O)c3ccccc3)[nH]2)c1 (centres undefined)
→ -7	3	-5	i	-1	-10	8	5	2
> O=C(O)CNC(=O)c1ccc(Sc2ccccc2)c([N+](=O)[O-])c1
→ 4	2	-6	i	-3	23	-2	10	1
> Cc1[nH]nc2ncc(C(=O)c3cc(F)ccc3O)cc12
→ 11	-3	14	i	6	-6	1	-6	-8
> Nc1nc(-c2cc3c(cc2Cl)OCCO3)cs1
→ -17	0	-23	i	-4	0	18	-8	-1
> O=C(O)C1C2C=CC3(CN(c4cccc(C(F)(F)F)c4)C(=O)C13)O2 (centres undefined)
→ 11	0	1	i	-4	-6	1	0	2
> Cc1cc(=O)oc2cc(NC(=O)c3ccccc3C(=O)O)ccc12
→ -4	0	-15	.	-7	-4	-5	-1	-1
> CN(CC(=O)Nc1ccc(Cl)c(C(F)(F)F)c1)C(=O)c1cccs1
→ -11	3	-2	i	-2	19	13	-13	3
> CC(=O)CSc1nnc(-c2ccc3c(c2)OCO3)o1
→ 8	1	-2	i	-6	1	6	-3	0
> CCOc1cccc(C(=O)N2CCCN(C)CC2)c1
→ 2	-1	6	i	-4	-8	1	2	1
> CC(NC(=O)C1CCN(c2nnc(-n3cccc3)s2)CC1)C12CC3CC(CC(C3)C1)C2 (centres undefined)
→ 9	1	6	i	1	7	-13	-8	-6
> CCOc1cc(CNCCO)cc(Br)c1OCc1ccc(Cl)cc1
→ 9	4	8	i	-1	-10	7	8	-14
> CCCC1(c2ccccc2)NC(=O)N(CC(=O)Nc2cc(OC)cc(OC)c2)C1=O (centres undefined)
→ -2	2	6	i	-7	1	9	-4	3
> Cc1nn(CC(=O)NNC(=S)Nc2ccccc2)c(C)c1[N+](=O)[O-]
→ -8	-2	-1	i	3	1	12	-3	-2
> Cn1c(CNC(=O)CCNC(=O)c2ccc(Br)cc2)cc(=O)n(C)c1=O
→ -3	1	-1	i	-6	-6	-3	0	3
> O=C(CCSCc1ccccc1F)NCc1cccnc1
→ 2	4	-1	i	-7	0	15	2	1
> COc1ccc(NC(=O)c2cc(C3CCCCN3C(=O)Cc3ccc(N(C)C)cc3)on2)c(C)c1 (centres undefined)
→ -10	1	6	i	0	6	-7	-6	-3
> CCc1ccccc1NC(=O)N[C@@H](C)C(=O)OC
→ 10	2	2	i	3	-7	-7	4	0
> COCCNC(=O)/C(C#N)=C/c1c(N2CCCCCC2)nc2ccccn2c1=O
→ 23	-1	-4	.	-2	0	-15	-28	4
> CCn1cc(C(=O)Nc2cccc(NC(C)=O)c2)c2cc(OC)c(OC)cc2c1=O
→ -8	-1	7	i	-10	1	11	-4	1
> CSCC(=O)Nc1cc(C)on1
→ 32	-5	16	i	-1	-4	1	0	3
> O=C(NC(=O)c1cc([N+](=O)[O-])ccc1Cl)C1=C(N2CCCC2)COC1=O
→ -14	-6	0	i	-7	6	-3	10	0
> O=C(CCc1ccccc1)NNC(=O)c1ccc(F)cc1
→ -16	2	-14	i	-5	-9	-4	-8	7
> Cc1ccc(CNC(=O)NC23CC4CC(CC(C4)C2)C3)cc1
→ -3	0	10	i	-4	6	6	2	8
> COc1ccc(NC(=O)CCN2C(=O)c3cccc([N+](=O)[O-])c3C2=O)cc1
→ -21	-1	1	i	-7	2	-5	4	2
> O=C(CCNS(=O)(=O)c1ccccc1C(F)(F)F)NCCCN1CCOCC1
→ -7	4	3	i	-13	0	-18	-10	-5
> Cc1ncc([N+](=O)[O-])n1CCOC(=O)c1ccc(Cl)cc1Cl
→ -6	-2	-5	i	-5	2	13	-3	-1
> COc1ccc(OC)c(S(=O)(=O)n2nnc3ccccc32)c1
→ 5	-4	-3	i	-3	6	-26	-7	6
> Cc1ccc(COC(=O)c2nn(-c3ccccc3)nc2N)cc1
→ 13	2	-3	.	-1	27	3	-9	1
> Cc1ccc(NC(=O)CN(C)S(=O)(=O)c2cccc3nsnc23)cc1Cl
→ 4	2	9	i	2	8	-12	-14	-1
> COc1ccc(-c2cc(-c3ccccc3)c(C#N)c(S(C)=O)n2)cc1 (centres undefined)
→ 9	-4	-11	i	-2	2	-17	5	14
> O=S(=O)(c1ccc(-c2ccon2)s1)N1CCCC1
→ 9	-1	-8	i	-2	-1	7	-7	-1
> O=C(O)CCC(=O)N1N=C(c2ccccc2)CC1c1cccs1 (centres undefined)
→ 4	1	2	i	-4	-5	8	-4	0
> COc1cccc(CNC(=O)c2cccs2)c1
→ 1	1	8	i	-5	-1	-13	-3	1
> CN(C)C(=O)/C=C\c1cn(-c2ccccc2)nc1-c1ccc2c(c1)OCCO2
→ 12	4	-3	i	-5	1	3	-8	0
> CS(=O)(=O)c1ccc(C(=O)Nc2ccccc2Cl)cc1
→ -1	-3	14	i	-3	-2	10	-2	2
> Cc1ccc(S(=O)(=O)Nc2nc3ccc(N)cc3s2)cc1
→ -3	2	-9	i	0	-6	-14	1	3
> CC1(C)NC(=O)N(CC(O)COc2ccc(N3C(=O)c4ccccc4C3=O)cc2)C1=O (centres undefined)
→ 1	-1	-6	i	0	-3	10	5	8
> C=CCNC(=S)NC(=O)c1csc([N+](=O)[O-])c1
→ -12	1	-10	i	-5	-4	28	6	5

In the list so far, these have a thiophene ring, fused or not.
The line under a structure holds: SKN-1 block	Rin1 Abl inh	CendR NRP1 mod	Neddylation inh	MsrA act	FAS-TE inh	MLLE-PAM2 inh	E coli Lon inh	MT1-MMP act inh
> CCC(Sc1nc(C)cc(=O)[nH]1)C(=O)Nc1sc2c(c1C#N)CCCC2 (centres undefined)
→ 0	2	-1	i	-2	-7	13	5	24
> O=C(NCC(c1cccs1)N1CCOCC1)c1ccc(Cl)c(S(=O)(=O)N2CCOCC2)c1 (centres undefined)
→ -11	-4	-5	i	-6	-3	4	-2	-2
> CN(CC(=O)Nc1ccc(Cl)c(C(F)(F)F)c1)C(=O)c1cccs1
→ -11	3	-2	i	-2	19	13	-13	3
> O=S(=O)(c1ccc(-c2ccon2)s1)N1CCCC1
→ 9	-1	-8	i	-2	-1	7	-7	-1
> O=C(O)CCC(=O)N1N=C(c2ccccc2)CC1c1cccs1 (centres undefined)
→ 4	1	2	i	-4	-5	8	-4	0
> COc1cccc(CNC(=O)c2cccs2)c1
→ 1	1	8	i	-5	-1	-13	-3	1
> C=CCNC(=S)NC(=O)c1csc([N+](=O)[O-])c1
→ -12	1	-10	i	-5	-4	28	6	5
